V-ATPase pHluor – yeast V-ATPase proton transport regulation by pHLuorin | S. cerevisiae, pHLuorin cytosolic pH fluorescence | response, % at 10 µM | 0.37% of 350,000 active; in the data active = response mostly above about 7.3%, no sharp cut-off; inactive = mostly below about 5.4%; note: actives read high; inactives centre near 0; some compounds called inactive have numbers as strong as hits; reference of the scale not given here
* = called active by the depositor. This is a subset; rates above refer to the full screens.

SMILES,V-ATPase pHluor
NC(=S)NN=Cc1ccc(OC(=O)COc2cc(Cl)c(Cl)cc2Cl)cn1,2.1
C[C@H]1CN([C@@H](C)CO)C(=O)CCCn2nncc2CO[C@@H]1CN(C)S(=O)(=O)c1ccc(-n2cccn2)cc1,0.5
C=CCNC(=S)N/N=C/c1cn(C)c2ccccc12,-0.3
COCCCN1C(=O)C(CC(=O)NCc2ccco2)CC(C(=O)N2CCOCC2)=C1C (configuration not stated),1.4
Cc1oc(-c2ccc(F)cc2F)nc1CN1CCN(C(=O)c2ccco2)CC1,-3.0
CCC[C@H]1CN(c2ccc(Br)cc2)C(=O)[C@@H]1CC(=O)Nc1ccccc1,-1.7
COc1ccccc1-c1ccc([C@@H]2C[C@H]3[C@@H](CN2)CON3C)cc1,-3.8
COc1ccc(C2CCCCC2SCC(=O)O)cc1OC (configuration not stated),2.4
Cc1cc(Nc2ccc(C)c(C)c2)n2ncnc2n1,0.7
CN1OC[C@@H]2CN(S(=O)(=O)c3cccc(C(F)(F)F)c3)[C@H](c3ccc(-c4cccnc4)cc3)C[C@@H]21,-2.7

Going on with the list:
SMILES,V-ATPase pHluor
C[C@@H]1CN([C@H](C)CO)C(=O)CCCn2cc(nn2)CO[C@H]1CN(C)S(=O)(=O)c1cccc(C#N)c1,2.7
COc1ccccc1N1C(=O)[C@@H]2C(C(=O)CN3C(=O)c4ccccc4C3=O)=NN[C@@H]2C1=O,0.3
O=C(N/N=C/c1[nH]c2ccccc2c1Cl)c1cccc(Br)c1,0.3
CCN(CC(=O)Nc1ccc(C#N)cc1)CC(=O)Nc1ccc2c(c1)OCCO2,-0.6
COC(=O)c1c(-c2ccccc2)noc1-c1ccccc1,-2.7
COc1ccc(C2CC(=O)Nc3cc(OC)c(OC)cc32)cc1 (configuration not stated),0.7
CCc1ccc(-n2c(=S)sc3c(=O)[nH]c(SCC(=O)NC4CCCCC4)nc32)cc1,-1.8
CCOc1ccc(OCC)c(NC(=O)C2C3C=CC(O3)C2C(=O)O)c1 (configuration not stated),-0.8
CCOC(=O)C1=C(COC(=O)C2CC(=O)N(c3ccccc3CC)C2)NC(=O)NC1C (configuration not stated),1.0
N/C(=N\OC(=O)CCn1cccc(C(F)(F)F)c1=O)c1ccc(OC(F)(F)F)cc1,-1.7

(further entries)
SMILES,V-ATPase pHluor
CCN(CC)C(=O)C1=C(C)N(Cc2ccc(OC)cc2)C(=O)C(CC(=O)NC2CCCCC2)C1 (configuration not stated),-0.4
COc1ccc([C@H]2N[C@]3(CCCN(Cc4ccco4)C3=O)[C@H]3C(=O)N(C)C(=O)[C@@H]23)cc1,-2.8
O=C(N/N=C/c1cccc2nccnc12)c1ccncc1,2.9
CN1OC[C@@H]2CN[C@H](c3ccc(-c4cc5ccccc5o4)cc3)C[C@@H]21,-3.3
COC(=O)C1=C(O)/C(=C/c2ccc(OCC(=O)Nc3ccc(OC)cc3)cc2)N=C1C,-1.3
C[C@H]1CN([C@@H](C)CO)C(=O)c2cc(Br)cnc2O[C@@H]1CN(C)S(=O)(=O)c1cn(C)cn1,-0.5
C[C@@H]1CN([C@@H](C)CO)C(=O)c2c(c3ccccc3n2C)-c2ccccc2CO[C@H]1CN(C)C(=O)C1CC1,-2.3
C[C@@H]1CN([C@H](C)CO)C(=O)CCCn2cc(nn2)CO[C@H]1CN(C)C(=O)Nc1ccc2c(c1)OCO2,-2.0
COc1ccc(-c2ccc(CN3C(CC(C)C)C(=O)N(Cc4cn(CC5CCCCC5)nn4)CCS3(=O)=O)cc2)cc1OC (configuration not stated),-0.5
C[C@H]1CN([C@@H](C)CO)S(=O)(=O)c2ccc(Br)cc2O[C@@H]1CN(C)C(=O)CCN1CCCCC1,-2.3

An excerpt from above in order of their number in V-ATPase pHluor, highest first:
SMILES,V-ATPase pHluor
CCN(CC)C(=O)C1=C(C)N(Cc2ccc(OC)cc2)C(=O)C(CC(=O)NC2CCCCC2)C1 (configuration not stated),-0.4
COc1ccc(-c2ccc(CN3C(CC(C)C)C(=O)N(Cc4cn(CC5CCCCC5)nn4)CCS3(=O)=O)cc2)cc1OC (configuration not stated),-0.5
C[C@H]1CN([C@@H](C)CO)S(=O)(=O)c2ccc(Br)cc2O[C@@H]1CN(C)C(=O)CCN1CCCCC1,-2.3

A section from the list above:
SMILES,V-ATPase pHluor
CN1OC[C@@H]2CN[C@H](c3ccc(-c4cc5ccccc5o4)cc3)C[C@@H]21,-3.3
COC(=O)C1=C(O)/C(=C/c2ccc(OCC(=O)Nc3ccc(OC)cc3)cc2)N=C1C,-1.3
C[C@H]1CN([C@@H](C)CO)C(=O)c2cc(Br)cnc2O[C@@H]1CN(C)S(=O)(=O)c1cn(C)cn1,-0.5
C[C@@H]1CN([C@@H](C)CO)C(=O)c2c(c3ccccc3n2C)-c2ccccc2CO[C@H]1CN(C)C(=O)C1CC1,-2.3
C[C@@H]1CN([C@H](C)CO)C(=O)CCCn2cc(nn2)CO[C@H]1CN(C)C(=O)Nc1ccc2c(c1)OCO2,-2.0
COc1ccc(-c2ccc(CN3C(CC(C)C)C(=O)N(Cc4cn(CC5CCCCC5)nn4)CCS3(=O)=O)cc2)cc1OC (configuration not stated),-0.5
C[C@H]1CN([C@@H](C)CO)S(=O)(=O)c2ccc(Br)cc2O[C@@H]1CN(C)C(=O)CCN1CCCCC1,-2.3

(list continues)
SMILES,V-ATPase pHluor
Cc1nc2cc(Cl)c(Cl)cc2n1CCCO,2.9
COc1ccccc1NC(=O)CN(Cc1ccco1)C(=O)c1cc(Cl)c(OC)c(OC)c1,-0.3
O=C(NCCN1CCCC(O)C1)c1cc(COc2cccc(C(F)(F)F)c2)on1 (configuration not stated),-1.4
OCC[C@@H]1C[C@H](O)[C@@H](O)[C@]2(OCc3ccc4ccccc4c32)O1,0.2
CCCCCCN1C[C@@H](O)[C@H](n2cc(-c3ccc(F)cc3)nn2)C[C@@H]1c1ccc(OC)cc1,2.1
O=C(NCC(=O)N1CCN(Cc2c(F)cccc2Cl)CC1)c1cccs1,0.4
Cc1cccc(-c2nc(NCCN(C)C)c3ccccc3n2)c1,-1.2
CCCCCC(=O)N1C[C@@H](n2cc(C3CC3)nn2)[C@H](O)C[C@@H]1c1ccc(OC)cc1,-0.9
C[C@H]1CN([C@@H](C)CO)C(=O)c2cc(-c3ccccc3F)cnc2O[C@@H]1CN(C)C(=O)NC1CCCCC1,2.6
CC(=O)NC(CCc1ccc(Cl)c(Cl)c1)c1cccc(O)c(=O)c1 (configuration not stated),-0.2

Additional structures follow:
SMILES,V-ATPase pHluor
O=C(CN1C(=O)C2CC=CCC2C1=O)Nc1ccc(F)c(Cl)c1 (configuration not stated),-0.5
CC(=O)Nc1ccc(C(C#N)=Cc2ccc(N(C)CCC#N)cc2)cc1,2.0
O=C(Cn1sc2ccccc2c1=O)Nc1ccc(Br)cc1,-3.1
O=C1C=CN(C2OC(CO)C(O)C2O)C(=O)C1 (configuration not stated),-2.9
CCOc1ccc(CC(=O)NNC(=S)NC)cc1Br,-4.0
O=c1c2cc(C(F)(F)F)ccc2sn1-c1ccccc1,0.2
COc1ccc(CCNC(=O)CSc2nc3c(sc(=S)n3-c3ccccc3)c(=O)[nH]2)cc1OC,4.8
COC(=O)C[C@H]1C[C@H]2c3cc(NS(=O)(=O)c4ccc(OC)cc4)ccc3O[C@H]2[C@H](CO)O1,-0.1
CC(C)[C@H](N)C(=O)N[C@H]1CCC2C3CC=C4C[C@@H](O)CC[C@]4(C)C3CC[C@@]21C (some centres not stated),-0.2
C[C@@H]1CN([C@H](C)CO)C(=O)CCCn2nncc2CO[C@H]1CN(C)S(=O)(=O)c1ccc(-n2cccn2)cc1,4.1

The list goes on:
compound,V-ATPase pHluor
Cc1cc(C(=O)CN2C(=O)NC(C)(c3ccc(F)c(F)c3)C2=O)c(C)n1C1CC1 (configuration not stated),0.6
Cc1ccc(-n2c(COc3ccccc3)nnc2SCC(=O)O)cc1,1.2
CCCC1NC(=O)c2cc3ccccc3cc2-n2c1nc1ccc(C)cc1c2=O (configuration not stated),-0.8
O=C(COC(=O)Cc1c(Cl)cccc1Cl)NCc1ccccc1,4.4
Nn1c(SCC(=O)N2CCCC2)nnc1-c1cccs1,-1.2
C[C@H]1CN([C@@H](C)CO)S(=O)(=O)c2ccc(C#CC3CC3)cc2O[C@@H]1CN(C)S(C)(=O)=O,-2.2
O=C(Nc1ccccc1)N(c1ccccc1)C1C=CS(=O)(=O)C1 (configuration not stated),3.1
C=CCN(c1ccccc1OC)S(=O)(=O)c1ccc(Cl)c(C(=O)NCc2ccco2)c1,-2.7
C[C@@H]1CCCCO[C@H](CN(C)S(=O)(=O)c2cn(C)cn2)[C@H](C)CN([C@@H](C)CO)C(=O)c2cc(NC(=O)c3ccccc3)ccc2O1,3.7
CN1Cc2c(N3CCOCC3)nc3sc(C(=O)c4ccc(Br)cc4)c(N)c3c2CC1(C)C,-1.8
C[C@H](CO)N1C[C@H](C)[C@@H](CN(C)C(=O)c2cc(-c3ccccc3)on2)OCc2cnnn2CCCC1=O,0.7
CC1CCC2(CC1)NC(=O)N(CC(=O)NCc1ccco1)C2=O (configuration not stated),-0.3

Going on with the list.
compound,V-ATPase pHluor
COc1ccc(S(=O)(=O)N(C)C)cc1NC(=O)c1ccc(OCC2CCCO2)cc1 (configuration not stated),-0.1
O=C1NC(=O)C2C3OC(C(Br)C3Br)C12 (configuration not stated),-0.1
COc1ccc(NC(=O)C[C@H]2C(=O)N(CCc3ccccc3)C[C@@H]2CSC)cc1,-1.3
COc1ccc(C(=O)N2CCc3ccccc3C2)cc1S(=O)(=O)N1CCCC1,-0.7
CCCC12CN(C(=O)c3ccc([N+](=O)[O-])cc3)CC(C)(CN(C(=O)c3ccc([N+](=O)[O-])cc3)C1)C2=O,-3.5
Cc1ccccc1OCC(=O)OCC(=O)NC1CCCC(C)C1C (configuration not stated),0.6
COc1cccc(C(C)=NNc2ccc([N+](=O)[O-])cc2[N+](=O)[O-])c1OC,0.1
CSCCC(NC(=O)COc1ccccc1)C(=O)N(C)Cc1c(F)cccc1Cl (configuration not stated),-0.9
COc1ccc(C)cc1-n1c(SCC(=O)N2CCOCC2)nc2ccccc2c1=O,-2.4
COc1ccc(C(C#N)=Cc2ccc(OC)c(OC)c2)cc1,1.8
Cc1noc(C)c1S(=O)(=O)N(C)C[C@H]1OCCCC[C@@H](C)Oc2ccc(NC(=O)CCCN(C)C)cc2C(=O)N([C@H](C)CO)C[C@@H]1C,3.7
CCOC(=O)C1C(=O)OC(C)(C)C1C(CC)C(=O)c1c(C)cc(C)cc1C (configuration not stated),-0.5

Other records follow.
compound,V-ATPase pHluor
O=C(Nc1ccc(Br)c(C(F)(F)F)c1)c1ccc(C(F)(F)F)cc1,0.1
COc1ncnc2c1ncn2CCCNCc1ccccn1,0.9
Cc1ccc(S(=O)(=O)Nc2ccc3c(c2)C(=O)N([C@@H](C)CO)C[C@@H](C)[C@@H](CN(C)S(=O)(=O)c2ccccc2)OCCCC[C@H](C)O3)cc1,-0.8
COc1ccc(-c2csc(Nc3cccc(C)n3)n2)cc1OC,0.0
CCCCN1C(=O)C(CC(=O)NCCCN(C)C)CC(C(=O)N(CC)CC)=C1C (configuration not stated),0.7
C[C@H](CO)N1C[C@H](C)[C@@H](CN(C)Cc2cccnc2)Oc2ncc(-c3cccc(C#N)c3)cc2C1=O,2.7
C[C@H](CO)N1C[C@H](C)[C@@H](CN(C)C(=O)Nc2ccc(F)cc2)Oc2ncc(-c3ccc(F)cc3)cc2C1=O,2.0
CCCC(=O)Nc1cc(OC)c(NC(=S)Nc2cccc(C)c2)cc1OC,1.7
O=C(CCSc1nc(-c2ccccc2)c(-c2ccccc2)o1)N1CCCCC1,0.3
O=C(c1cccs1)N1C[C@@H](O)[C@H](n2cc(-c3ccc(F)cc3)nn2)C[C@@H]1c1ccc(Cl)cc1,0.8
C[C@@H]1CN([C@@H](C)CO)C(=O)c2cc(NC(=O)c3ccccc3)ccc2O[C@@H](C)CCCCO[C@@H]1CN(C)S(=O)(=O)c1ccc(F)cc1,0.7
CN1CCN(c2ccncc2S(=O)(=O)N2CCCC2)CC1,-1.1

The listing continues.
compound,V-ATPase pHluor
CCN(CC)C(=O)C1=C(C)N(CCC2=CCCCC2)C(=O)C(CC(=O)NCCCN(C)C)C1 (configuration not stated),-0.6
O=C1c2cccc3c2N(CCC3)C(=O)C1(F)c1ccccc1 (configuration not stated),1.9
COc1ccc(N2C[C@H](C)[C@@H](CC(=O)Nc3ccc(Br)cc3)C2=O)cc1,-0.3
O=C(CSc1ncn[nH]1)Nc1nc2c(F)c(F)c(F)cc2s1,0.3
Cc1ccc(-n2c(-c3ccc(Br)cc3)n[nH]c2=S)c(C)c1,3.2
CCN(CC)CCN1CNC(=S)N(c2ccccc2OC)C1,-5.9
CCN(CC)C(=O)C1=C(C)N(CCCN2CCCC2=O)C(=O)C(CC(=O)NC2CCCC2)C1 (configuration not stated),0.5
O=c1[nH]cc(CCc2ccccc2)c(=O)[nH]1,0.2
CC(C)(C)C(=O)OCc1ccc(C2=CC(=O)CC(C)(C)C2=O)cc1,0.5
COc1cccc(-c2n[nH]nc2C2=CC(=O)C[C@H](c3ccc(F)cc3)C2)c1,-5.3
N#Cc1ccc(NC(=O)COC(=O)C2CCC2)cc1,-2.6
COc1ccc(CC(=O)Cc2ccc(OC)c(OC)c2)cc1OC,3.8

Next section.
compound,V-ATPase pHluor
COC(=O)c1ccc(CNC(=O)C(Cc2ccccc2)NC(=O)c2ccccc2)cc1 (configuration not stated),0.0
CC(C)C1Cc2ccccc2-c2[nH]c(=S)[nH]c(=O)c21 (configuration not stated),-4.8
Cc1ccc(C(=O)NCC(=O)Nc2ccccc2C)o1,-1.5
COc1ncnc2c1oc1nc(C)c3c(c12)CC(C)(C)OC3,-1.1
CCc1cc2c(SCC(=O)NC3CCCC3)ncnc2s1,1.6
c1ccc(N=NC2=NN(c3ccccc3)CS2)cc1,-2.1
COc1ccc(C(=O)C=Cc2ccc3c(c2)OCO3)cc1OC,-3.2
O=C(c1ccccc1)N(C(=O)c1ccccc1)c1ccccc1,-1.7
Cc1ccc(-c2ccc(CN3C(C(C)C)C(=O)N(Cc4cn(Cc5ccco5)nn4)CCS3(=O)=O)cc2)cc1 (configuration not stated),-3.4
C[C@@H]1CN([C@H](C)CO)C(=O)CCCn2nncc2CO[C@H]1CN(C)S(=O)(=O)c1ccccc1F,1.0
COc1ccc(C(CCNCc2ccc(OC(C)C)cc2)C(C)C)cc1 (configuration not stated),-2.2
COc1ccc(CN(C)CCCn2ccc(NC(=O)OCc3ccccc3)nc2=O)cc1OC,0.7
CCCCNc1nc(Cl)nc(Nc2ccc(C)cc2)n1,2.7

High-throughput results (PubChem BioAssay)
